From PubChem
AT treatment – potential ataxia-telangiectasia treatments restoring KAP-1 phosphorylation; […] A-T fibroblasts, KAP-1 phosphorylation AlphaLISA; neocarzinostatin DNA damage 30 min before lysis; Potency, µM (titrated, usually from 57.5 µM), inactives show top-dose activation, most hits filed as activators; 320,000 compounds, 0.19% hits; AID 485349; further: potency means the concentration at half of the fitted maximal effect; % of control where 0% means no effect; nearly all actives have a fitted effect of over 45% in size
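ATM-like activity read as KAP-1 phosphorylation via AlphaLISA donor/acceptor antibody pairs after lysis and 6 hr at 25C. Cells were ATM-null patient fibroblasts ([…], hTERT), dosed 60 min, then exposed to the DSB inducer NCS for 30 min.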
MLL CXXC-DNA inh – blocks binding of human MLL CXXC domain to DNA. MLL-CXXC / FITC-HOXA9 DNA fluorescence polarization. Potency, µM (top dose mostly 115 µM), inactives show top-dose activity change, negative = inhibition, hits mostly inhibitors. 290,000 compounds, 0.037% hits; active means well fitted inhibition curve with a large enough effect in the polarisation, with a control signal flat, not every such curve was filed as active; inconclusive means small, poorly fitted or top-dose-only effect, or effect the other way, or a change in a side signal; inactive means no such curve, though single readings can be large or run the other way; the % refers to the polarisation; further: potency means the concentration at half of the fitted maximal effect
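Purified MLL-CXXC (added from a 7 uM solution) was preincubated 5 min at ambient with pinned compounds in 50 mM Tris-HCl pH 7.5, 50 mM NaCl, 1 mM DTT, 0.05% BSA. Fluorescein-labeled HOX-A9 DNA (50 nM solution) followed, 30 min, then polarization read.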
Coupling enz – coupling enzyme interference in Giardia aldolase counter-screen; coupling enzyme system counterscreen, AmpLite Red fluorescence; activity change, negative = inhibition, % at 58.2 µM, hits read low; 290,000 compounds, 0.67% hits; AID 2472; in the data active means activity change below about -30%; further: on the % scale 0 is the no-effect control and ±100 the full control effect
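Compounds tested against the coupling enzymes alone at 57.5 uM final; readout was AmpLite Red fluorescence (525/598 nm) after 20 min at RT.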
KCNH2 WT inh – KCNH2 (human, wildtype) channel inhibition; Q12809; U2OS, BacMam KCNH2, thallium flux FluxOr; stronger effect = lower value; activity change, % at 1.84 µM; 340,000 compounds, 0.37% hits; AID 720551;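 active means maximum activity change below -70%; inconclusive means maximum activity change between -70% and -50%; inactive means maximum activity change above -50%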; further: on the % scale 0 is the no-effect control and ±100 the full control effect
Target sequence (Q12809 whole entry, looked up): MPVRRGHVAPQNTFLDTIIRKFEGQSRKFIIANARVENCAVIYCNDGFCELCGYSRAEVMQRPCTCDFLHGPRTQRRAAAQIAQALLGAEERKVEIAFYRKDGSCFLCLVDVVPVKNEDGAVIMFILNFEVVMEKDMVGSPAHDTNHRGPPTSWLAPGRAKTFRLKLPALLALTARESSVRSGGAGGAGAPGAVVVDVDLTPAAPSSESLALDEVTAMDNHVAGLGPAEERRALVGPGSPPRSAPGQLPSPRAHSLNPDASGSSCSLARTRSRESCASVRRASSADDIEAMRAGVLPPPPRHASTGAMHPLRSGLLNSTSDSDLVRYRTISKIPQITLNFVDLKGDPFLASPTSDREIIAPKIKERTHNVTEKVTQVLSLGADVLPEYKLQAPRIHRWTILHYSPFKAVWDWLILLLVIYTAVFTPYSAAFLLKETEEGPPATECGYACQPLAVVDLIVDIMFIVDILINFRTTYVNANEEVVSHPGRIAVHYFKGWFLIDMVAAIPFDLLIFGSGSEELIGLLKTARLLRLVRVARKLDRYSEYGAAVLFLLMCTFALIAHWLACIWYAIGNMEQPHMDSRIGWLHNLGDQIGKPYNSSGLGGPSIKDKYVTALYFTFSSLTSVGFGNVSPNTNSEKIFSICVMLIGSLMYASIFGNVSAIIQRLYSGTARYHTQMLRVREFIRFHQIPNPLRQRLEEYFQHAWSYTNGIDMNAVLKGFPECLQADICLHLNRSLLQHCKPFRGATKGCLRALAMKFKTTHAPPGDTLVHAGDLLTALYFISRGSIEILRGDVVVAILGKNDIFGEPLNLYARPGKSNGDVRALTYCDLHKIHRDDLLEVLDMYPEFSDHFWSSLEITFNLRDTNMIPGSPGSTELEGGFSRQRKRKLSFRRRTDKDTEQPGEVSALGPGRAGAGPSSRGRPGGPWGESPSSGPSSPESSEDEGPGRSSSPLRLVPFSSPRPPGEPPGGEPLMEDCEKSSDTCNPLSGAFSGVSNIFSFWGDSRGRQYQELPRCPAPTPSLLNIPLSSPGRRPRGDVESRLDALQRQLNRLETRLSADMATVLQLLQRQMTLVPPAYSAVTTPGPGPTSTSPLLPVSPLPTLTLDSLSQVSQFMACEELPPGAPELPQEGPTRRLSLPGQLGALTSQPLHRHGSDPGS
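U2OS cells transduced with wild-type KCNH2 virus are loaded with FluxOr dye for 45 min, and thallium flux is measured in kinetic reads before and after stimulation buffer. Rate constants are normalized to DMSO controls.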
MBNL1 CUG block – MBNL1-poly(CUG) RNA binding inhibition | Q9NR56 | Potency, µM (series often up to 57.5 µM), without a hit: at the top dose activity change, negative = inhibition, hits mostly inhibitors | 280,000 compounds, 0.036% hits | AID 2675 | TR-FRET MBNL1-His/biotin-(CUG)12 binding, 665/545 ratio; active means well fitted inhibition curve with a large enough effect in the signal ratio, with a control signal flat, not every such curve was filed as active; inconclusive means small, poorly fitted or top-dose-only effect, or effect the other way, or a change in a side signal; inactive means no such curve, though single readings can be large or run the other way; the % refers to the signal ratio; further: potency means the concentration at half of the fitted maximal effect; on the % scale 0 is the no-effect control and ±100 the full control effect
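His-tagged MBNL1 binding to biotinylated (CUG)12 RNA was measured by TR-FRET using terbium anti-His antibody (0.055 ng/ul final) and streptavidin-XL665 (5 nM final). Compounds were titrated 92 nM to 58 uM; 60 min at room temperature.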
GALK inh – blocks human galactokinase activity | Potency, µM (highest dose often 57.5 µM), for the others: at the highest dose activity change, negative = inhibition, hits mostly inhibitors | AID 1868 | Purified GALK, Kinase-Glo residual ATP luminescence | P51570 | 270,000 compounds, 0.007% hits; further: potency means the concentration at half of the fitted maximal effect; on the % scale 0 is the no-effect control and ±100 the full control effect
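The enzyme phosphorylates galactose (100 uM) using ATP (35 uM); inhibition is detected as higher residual ATP, quantified by bioluminescence after 1 h reaction at room temperature, pH 8.0.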
TRPV1 ag – human TRPV1 agonism; Q8NER1; TRPV1-expressing cells, Fluo-8 calcium influx, agonist mode; activation, % at 8.33 µM; 320,000 compounds, 0.19% hits; AID 540275; in the data active means activation above about 80%; inconclusive means between about 30% and that limit; further: 0% is about no effect
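Cells expressing TRPV1 were dye-loaded with Fluo-8 and read kinetically: 10 s baseline, 3 min after compound (agonist portion), then 2 min after EC20 capsaicin (allosteric enhancer portion). Calcium-bound dye fluorescence at 480/520 nm.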
KCNH2 3.1 block – inhibitors of human KCNH2 3.1 potassium channel isoform; activity change, % (tested at about 1.8 µM); U2OS KCNH2 3.1, thallium flux FluxOr; stronger effect = lower value; AID 720553; 340,000 compounds, 0.95% hits;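 active means maximum activity change below -70%; inconclusive means maximum activity change from -70% to -50%; inactive means maximum activity change above -50%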;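 further: thallium influx rate constant from kinetic fluorescence after stimulation buffer; on the % scale 0 is the no-effect control and ±100 the full control effect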
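Thallium flux via FluxOr fluorescence (Red40 quencher, 45 min loading) in U2OS cells virally expressing the KCNH2 3.1 isoform (1.77 x 10^8 /mL virus, overnight at 37 C). Rate constants from 2-min kinetic reads post-stimulation, normalised to positive and negative controls.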
S-ASM inh – blocks human secretory acid sphingomyelinase. P17405. placental ASM, HMU-PC fluorogenic substrate, 60 min. Potency, µM (top dose mostly 57.5 µM), for the others: at the top dose activity change, negative = inhibition, most hits filed as inhibitors. 340,000 compounds, 0.006% hits. AID 504937; further: potency means the concentration at half of the fitted maximal effect
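Fluorescence read-out (Ex 386 nm, Em 447 nm) after stopping the reaction at pH 10. Enzyme: ASM from human placenta; substrate HMU-PC0, 9 uM final; 60 min, 37 °C. Compound preincubation 10 min, ambient temperature.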
Integrin act MD – integrin-mediated muscular dystrophy alleviation activation | Potency, µM (highest dose often 38.3 µM), without a hit: at the highest dose activation, usual class: activators | alpha7betagal myoblasts, beta-gal FDG fluorescence, 48 h | 350,000 compounds, 0.064% hits | AID 624291;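 further: potency means the concentration at half of the fitted maximal effect; 100% = response of the positive control SU9516; nearly all actives have a fitted effect of over 60% in size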
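alpha7betagal+/- myoblasts (passage 13, 250/well) treated 48 h at 37C with compounds at 1:260 dilution of DMSO stock. Lysed, then beta-galactosidase activity read as FDG fluorescence (ex 480/em 540) after 30 min, with pre-read for autofluorescence.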
* marks the source's active call; other numbers are inactive results; ? = inconclusive; / = no result given; & = joins results of further samples; [ ] = another dose, or the depositor's remark. Unless noted, the call rests on the fitted dose curve; in most records, active means well fitted curve in the direction sought with a large enough effect; inconclusive means small, poorly fitted or top-dose-only effect, or another doubt; inactive means no such curve, though single readings can be large; an effect the other way counts as inactive or inconclusive.

compound	AT treatment	MLL CXXC-DNA inh	Coupling enz	KCNH2 WT inh	MBNL1 CUG block	GALK inh	TRPV1 ag	KCNH2 3.1 block	S-ASM inh	Integrin act MD
NNC(=O)c1nc[nH]c1C(=O)Nc1ccc(Cl)cc1C(=O)c1ccccc1	-5%	12%	0	-19	0%	6%	1	25	3%	?
Cc1ccc2c(c1)N(C(C)C(=O)N1CCC3(CC1)OCCO3)C(=O)CO2 (centres undefined)	3%	-9%	-2	8	0%	-3%	-2	22	-1%	1%
O=P(c1ccccc1)(c1ccccc1)N(c1ccccc1)c1ccccc1	1%	8%	3	52	-3%	1%	21	-70*	0%	?
CCc1ccccc1NC(=O)N1C[C@H]2C[C@@H](C1)c1cccc(=O)n1C2	0%	-1%	-2	-6	-2%	/	-3	7	1%	8%
CCC(C)N1C(=O)/C(=C\c2cc3c4c(c2)CCCN4CCC3)C(=O)NC1=S (centres undefined)	6%	6%	1	-6	?	/	0	-3	16%	-13%
O=C(Cc1cc(=O)[nH][nH]1)N/N=C/c1cccc2ccccc12	-5%	-9%	3	3	?	3%	-5	-2	-4%	14%
C=C1C(=O)O[C@H]2[C@H]1[C@H](OC(=O)CC(=O)O[C@@H]1C[C@@H](C)[C@@H]3C=CC(=O)[C@@]3(C)[C@H]3OC(=O)C(=C)[C@H]13)C[C@@H](C)[C@H]1C=CC(=O)[C@]12C	-26%	?	-1	0	4%	3%	-1	10	-2%	-30%
COc1ccc(C(c2ccc(OC)cc2)C(Cl)(Cl)Cl)cc1	16%	/	-1	-8	/	/	2	2	-13%	/
CCCCn1c(O)c(C(CC)=NCc2ccco2)c(=O)[nH]c1=O	-6%	-12%	-2	-6	-5%	-2%	14	6	-2%	2%
OC1(c2ccccc2F)CC2CCC(C1)N2CCN1CCOCC1 (centres undefined)	-13%	-3%	-1	17	1%	1%	2	-7	1%	14%
COC(=O)C1=Nc2ccccc2/C1=C\c1c(O)n(-c2ccc(OC)cc2)c(=O)[nH]c1=O	1%	?	-1	-11	?	-4%	-10	-18	4%	0%
COc1ccccc1-n1c(-c2ccccc2Cl)nc2ccccc2c1=O	5%	18%	0	1	-4%	-4%	16	-6	-4%	39%
CC12CCC(=O)C=C1CCC1C2C(O)CC2(C)C(O)CCC12 (centres undefined)	/	/	/	-1	/	/	/	2	1%	-18%
CC(C)CCNC(=O)c1c(N)n(CC2CCCO2)c2nc3ccccc3nc12 (centres undefined)	7%	3%	-42*	30	0%	-2%	?	0	/	-51%[inhibitor]
O=C(c1cccc(Cl)c1)C1CCCN(Cc2cccc3cnccc23)C1 (centres undefined)	4%	26%	-3	4	13%	-3%	-4	-2	-1%	-50%[inhibitor]
CC1CN(c2ccc([N+](=O)[O-])cc2Cl)CCN1 (centres undefined)	2%	-1%	-7	14	?	5%	1	-4	-4%	-36%
O=c1[nH]c(=S)[nH]c(O)c1/C=N/N1CCOCC1	-6%	11%	1	-4	-1%	3%	-7	-8	-13%	-2%
Cc1nonc1OCCNc1ccc([N+](=O)[O-])c2cccnc12	-1%	3%	-5	17	?	/	1	-20	-14%	45%
FC(F)(F)/C(=N\P(=S)(N1CCOCC1)N1CCOCC1)N1CCOCC1	-5%	6%	1	1	-6%	1%	-2	7	1%	2%
COC(=O)CN1C(=O)C2(C(C(=O)OC)=C(N)Oc3ccccc32)C2=C1CC(C)(C)CC2=O (centres undefined)	1%	-8%	0	1	0%	0%	-4	-18	1%	-23%

The closing 2 records of the part above lead into the next.
compound	AT treatment	MLL CXXC-DNA inh	Coupling enz	KCNH2 WT inh	MBNL1 CUG block	GALK inh	TRPV1 ag	KCNH2 3.1 block	S-ASM inh	Integrin act MD
FC(F)(F)/C(=N\P(=S)(N1CCOCC1)N1CCOCC1)N1CCOCC1	-5%	6%	1	1	-6%	1%	-2	7	1%	2%
COC(=O)CN1C(=O)C2(C(C(=O)OC)=C(N)Oc3ccccc32)C2=C1CC(C)(C)CC2=O (centres undefined)	1%	-8%	0	1	0%	0%	-4	-18	1%	-23%
Cc1ccc(S(=O)(=O)NC(CC(=O)N2CCC3(CC2)OCCO3)c2ccco2)cc1 (centres undefined)	12%	-3%	2	20	-7%	0%	-1	-6	3%	4%
CN1C2CCC1C(C(=O)O)C(O)C2 (centres undefined)	8%	/	/	2	/	/	/	30	-3%	/
CCOC(=O)C1(c2ccccc2)CCN(CCc2ccc(NC(=O)CCC(=O)O)cc2)CC1	/	/	/	-8	/	/	/	17	1%	6%
COc1ccn(C)c(=O)c1C#N	-12%	-16%	0&3&1	-1	8%	-3%	1	-5	3%	12%
CCC(C)C1NC(=O)C2CCCN2C(=O)C(CC(C)C)OC(=O)CCNC(=O)C(C)N(C)C(=O)C(C(C)C)N(C)C1=O (centres undefined)	/	/	/	-5	/	/	/	-21	7%	-40%[inhibitor]
COC(=O)CSc1nc2sc3c(c2c(=O)n1C1CCCCC1)CCN(C)C3	5%	37%[activator]	-25	/	?	2%	-3	/	/	/
C=C(Cl)CSC(=S)N(CC)CC	2%	/	/	-9	/	/	14	3	3%	/
Nc1ccccc1C(=O)OCCOc1ccccc1	3%	0%	0	2	2%	1%	8	-2	113%[activator]	10%
COc1ccc(CC2C(=O)N(c3ccccc3)C(=O)N(c3ccccc3)C2=O)c(OC)c1	/	8%	-12	1	-4%	3%	-3	15	3%	31%[7.66 µM]
CC(NCc1ccc(Cl)cc1Cl)C(O)c1ccccc1 (centres undefined)	3%	0%	/	3	-5%	-3%	5	10	2%	33%
O=C(Cc1ccc(Br)cc1)N1CCN(Cc2ccccc2)CC1	2%	-3%	1	0	-5%	1%	-6	-7	0%	-14%
CNC(=O)NC(O)C(Cl)(Cl)Cl (centres undefined)	2%	-2%&-1%	/	-3	-3%	7%	-2	5	6%	10%
CN(C(=O)Oc1cccc2cccnc12)c1ccccc1	12%	-6%	-5	-7	3%	2%	-5	6	1%	12%
COC(=O)C1=C(c2ccc(F)cc2OCc2ccccc2)C[C@@H]2CC[C@H]1N2C(=O)NCc1cccc(OC)c1	-1%	/	/	1	/	/	?	-3	0%	-10%
CCC(CC)N1CCN(C(=O)Cc2ccccc2)CC1	1%	-8%	2	0	-1%	0%	3	2	1%	7%
NC1(C(=O)O)CCCc2ccc(N(CCCl)CCCl)cc21 (centres undefined)	/	/	/	-1	/	/	/	1	6%	0%
CCc1ccc(-n2c(O)c(/C=N/NC(=O)c3ccncc3)c(=O)[nH]c2=O)cc1	-5%	31%[activator]	4	5	?	0%	10	-1	23%	-7%
O=C(Nc1ccc(F)cc1F)c1cccn(Cc2ccccc2)c1=O	7%	5%	-1	-4	16%	-1%	4	-27	-2%	13%
O=c1c2ccccc2nc(-c2ccc([N+](=O)[O-])cc2)n1-c1ccccc1	3%	-5%	3	-14	?	-1%	?	17	1%	8%
CCCCC(CC)COCCCN=Cc1c(O)[nH]c(=S)[nH]c1=O (centres undefined)	7%	-2%	6	-2	-15%	0%	-2	-6	-11%	10%
Cn1c(=O)cc(OCCCC(=O)N2CCC3(CC2)OCCO3)c2ccccc21	/	6%	2	-3	-1%	0%	4	1	1%	6%
CCCC1(CCC)C(=O)NC(=NCc2ccccc2)NC1=O	-2%	?	1	-5	-11%	2%	-1	1	-3%	-62%[inhibitor]
CCN1CCN(c2cc(=O)n3ccccc3n2)CC1	-3%	23%	0	55	0%	1%	0	7	1%	22%
CCN[C@@H](C)Cc1cccc(C(F)(F)F)c1	-3%	/	/	3	/	/	/	3	11%	/
OC(c1ccccc1)(c1ccc(Cl)cc1)C1CN2CCC1CC2 (centres undefined)	-4%	-3%	-5	4	-16%	1%	13	-28	2%	0%
CC(C)=CCc1c(O)cc2c(c1O)C(=O)CC(c1ccc(O)cc1)O2 (centres undefined)	?	45%[activator]	1	8	-13%	1%	4	12	-6%	-7%
O[C@@H]1CCCC[C@H]1N1CCC(c2ccccc2)CC1	1%	0%&-4%	2&-1	-8	6%&1%	4%&-1%	0&2	2	3%	/
N#Cc1ccccc1Cn1cc(C(=O)c2ccccc2F)c2ccccc21	0%	3%	1	-13	-2%	0%	-1	-15	-2%	-14%
CCn1c(P(C)(=O)O)nc2ccccc21	1%	5%	-1	-8	-9%	0%	2	-2	7%	3%
Cc1nc2ccccc2c(=O)n1-c1ccc(-c2ccccc2)cc1	10%	3%	1	-15	-3%	-4%	23	-17	6%	0%
CN(C)CC#CCC(O)(c1ccccc1)C1CCCC1 (centres undefined)	-2%	7%	0	1	-6%	-4%	2	-1	7%	5%

The list is partial; the hit share may differ from the screen's.
